Source: PubChem BioAssay
Mdm2-MdmX inh = inhibitors of human Mdm2/MdmX interaction | O15151+Q00987 | 330,000 compounds, 3% hits | AID 485346 | SaOS-2 split-luciferase Mdm2/MdmX complementation, luminescence | inhibition, % at 8 µM;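 active = inhibition of at least 50% at 8 µM in the primary screen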
Target sequence (O15151 whole entry, looked up): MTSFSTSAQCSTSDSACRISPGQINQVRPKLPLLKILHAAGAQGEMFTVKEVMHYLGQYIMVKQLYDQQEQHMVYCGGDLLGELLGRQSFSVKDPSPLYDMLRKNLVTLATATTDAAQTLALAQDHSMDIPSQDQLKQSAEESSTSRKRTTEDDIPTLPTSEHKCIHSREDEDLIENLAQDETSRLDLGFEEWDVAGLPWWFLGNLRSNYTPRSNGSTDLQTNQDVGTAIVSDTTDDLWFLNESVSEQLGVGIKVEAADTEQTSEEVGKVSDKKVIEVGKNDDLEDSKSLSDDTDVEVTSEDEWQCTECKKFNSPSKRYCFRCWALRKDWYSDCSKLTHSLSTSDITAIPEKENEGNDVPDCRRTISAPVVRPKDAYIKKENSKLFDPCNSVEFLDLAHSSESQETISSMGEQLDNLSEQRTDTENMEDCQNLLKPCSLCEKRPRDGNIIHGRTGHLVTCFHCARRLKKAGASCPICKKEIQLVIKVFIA
Target sequence (Q00987 whole entry, looked up): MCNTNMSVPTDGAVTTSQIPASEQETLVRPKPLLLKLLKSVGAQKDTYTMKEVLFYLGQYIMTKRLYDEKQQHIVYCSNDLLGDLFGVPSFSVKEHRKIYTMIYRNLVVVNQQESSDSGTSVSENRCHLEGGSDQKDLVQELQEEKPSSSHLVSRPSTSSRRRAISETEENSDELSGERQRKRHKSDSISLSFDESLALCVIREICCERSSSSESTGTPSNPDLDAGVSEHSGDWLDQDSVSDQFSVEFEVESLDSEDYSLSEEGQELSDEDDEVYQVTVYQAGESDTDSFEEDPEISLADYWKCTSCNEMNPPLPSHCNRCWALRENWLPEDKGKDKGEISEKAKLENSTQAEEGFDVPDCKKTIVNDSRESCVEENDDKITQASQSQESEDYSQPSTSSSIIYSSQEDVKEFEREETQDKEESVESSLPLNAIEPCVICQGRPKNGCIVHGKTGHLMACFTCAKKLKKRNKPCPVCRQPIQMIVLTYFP
tim23-1 inh = inhibits growth of tim23-1 mutant yeast; S. cerevisiae tim23-1 growth, BacTiter-Glo luminescence, 24 h; inhibition, % at 20 µM; 330,000 compounds, 1.3% hits;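 active = growth inhibition of the mutant yeast at or above 50%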;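 note: temperature-sensitive mutant grown at 25 °C; plate controls were DMSO-treated mutant yeast for no effect and medium wells lacking yeast for full effect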
Jurkat NFkB inh = lowers PMA/ionomycin-induced NF-kB signal in Jurkat cells | PMA/ionomycin-induced NF-kB luciferase reporter, luminescence | inhibition, % at 4 µM | 330,000 compounds, 0.53% hits | AID 435003; in the data active = inhibition above about 50%
697 NFkB inh = lowers PMA/ionomycin-induced NF-kB signal in 697 B cells | 697 B-cell NF-kB luciferase reporter, 16 h | inhibition, % at 4 µM | 330,000 compounds, 0.33% hits; in the data active = inhibition above about 35%
TIM10 inh = growth inhibitors of TIM10 yeast strain; AID 463195; inhibition, % at 10 µM; S. cerevisiae TIM10 strain growth, BacTiter-Glo luminescence, 24 h; 330,000 compounds, 1.4% hits;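 active = inhibition of 40% or more at the single tested concentration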;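 note: wild-type TIM10 isogenic control strain grown at permissive 25 °C; 0% = DMSO yeast wells and 100% = minimal medium wells without yeast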
tim10-1 inh = tim10-1 yeast growth inhibition; S. cerevisiae tim10-1 ts strain growth, BacTiter-Glo, 24 h; inhibition, % at 20 µM; 330,000 compounds, 2.2% hits;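 active = inhibition of at least 40%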;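 note: mutant grown at 25 °C; 0% = DMSO wells with yeast and 100% = wells holding no yeast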
XBP1 UPR activ = activators of adaptive arm of unfolded protein response (XBP1); CHO-XBP1 luciferase reporter, IRE1-XBP1 UPR activation, luminescence; percent of tunicamycin response, DMSO as zero; activation, % at 20 µM; 330,000 compounds, 0.33% hits;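 active = versus positive control, 20 µM dose yields 30% or more activation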;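 note: 100% = tunicamycin at 10 µg/mL and 0% = DMSO only wells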
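Material: CHO-XBP1 cells stably carrying IRE1-XBP1-driven luciferase reporter | Medium: F12 with 10% serum | Compound dosing: 20 µM single concentration, DMSO 1% | Incubation: Overnight seeding at 37 °C, 6 h compound treatment at 37 °C | Detection: Steady-Glo luminescence read | Read-out basis: % activation of reporter signal versus tunicamycin and DMSO controls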
UPR CHOP act = activators of apoptotic arm of unfolded protein response (CHOP). CHO-CHOP luciferase reporter, UPR activation, luminescence; percent of tunicamycin response over DMSO baseline. activation, % at 10 µM. 330,000 compounds, 0.34% hits. AID 449763;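 active = at 10 µM dose, activation of 40% or more, normalized to positive control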;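 note: 100% = tunicamycin at 10 µg/mL and 0% = DMSO alone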
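Assay system: CHO cells with stable CHOP pathway luciferase reporter; Buffer or medium: F12 plus 10% serum; Times: 16-18 h cell attachment, then 6 h compound exposure, 37 °C; Signal: luciferase luminescence; Read-out basis: percent activation relative to tunicamycin control; Control set: tunicamycin high control, DMSO low control.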
The depositor's hits bear a star. Rows are unselected; 6.6% or so of the library scored in one or more.

SMILES | Mdm2-MdmX inh | tim23-1 inh | Jurkat NFkB inh | 697 NFkB inh | TIM10 inh | tim10-1 inh | XBP1 UPR activ | UPR CHOP act
CCN1CCN(C(=O)N(Cc2ccc(Cl)cc2)S(=O)(=O)c2ccc(C)cc2)CC1 | 8.5 | -8.0 | 2.3 | 12.9 | -11.3 | -17.0 | -5.0 | -0.3
CCOc1ccc(-c2cnc3n2CCC3)cc1 | -24.7 | 8.3 | 18.2 | 2.1 | 4.6 | 4.7 | -0.8 | 2.1
Cc1nnc2ccc(-c3ccc(NS(=O)(=O)c4ccccc4)cc3)nn12 | 23.7 | 11.1 | 10.8 | 37.5* | -3.7 | -2.0 | 6.6 | 2.1
CCCCSc1nc(C)nc2c1c(=O)n(C)c(=O)n2C | -19.3 | 13.3 | 3.1 | -23.6 | -40.1 | -14.1 | 2.9 | 0.6
COc1nnc(-c2ccc(C)c(S(N)(=O)=O)c2)c2ccccc12 | 19.4 | 1.1 | 7.9 | 20.2 | -2.3 | -1.1 | -5.2 | -1.7
COc1cc(CO)ccc1OCC(=O)Nc1cccc2ccccc12 | -48.1 | 14.0 | -21.4 | -12.9 | 5.7 | 19.5 | 0.3 | -0.5
O=C(CCN1CCc2ccccc2C1)Nc1ccc2c(c1)OCO2 | 4.7 | 3.4 | -2.6 | -46.3 | -3.7 | 9.3 | 0.7 | 0.2
O=C(NCCc1ccccc1)C(=O)NCC1CCCN1S(=O)(=O)c1ccccc1 (stereo not drawn) | 44.3 | 18.3 | 55.7* | -21.2 | 4.7 | 17.0 | -1.1 | -0.7
Cc1ccc(C)c(S(=O)(=O)N2CCN(C(=O)[C@H](Cc3ccccc3)NC(=O)c3ccco3)CC2)c1 | 23.3 | 5.0 | 5.2 | -6.3 | -0.5 | 0.2 | -4.3 | -1.1
Cc1ccc2c(c1)C1CN(C)CCC1N2C(=O)c1ccccc1NS(=O)(=O)c1cccc(C(F)(F)F)c1 (stereo not drawn) | 23.8 | -0.9 | 13.8 | -15.5 | -0.6 | 10.2 | -0.4 | -0.9
Cc1nc2nc(CSc3nnc(C)s3)cc(=O)n2[nH]1 | -3.3 | -5.6 | 6.5 | 22.0 | 2.1 | 8.9 | -0.9 | 0.6
CCOc1ccc(NC(=O)c2cccc(NC(=O)c3ccccc3)c2)cc1 | 4.3 | 1.9 | -35.1 | -43.1 | -7.2 | 0.2 | 0.1 | 4.0
CN1C/C(=C/c2ccsc2)C(=O)/C(=C/c2ccsc2)C1 | 1.8 | 32.0 | 3.4 | 7.3 | 49.3* | 54.2* | -0.6 | -1.5
O=C(NC12CC3CC(CC(C3)C1)C2)c1cc(F)c(F)cc1Cl | 1.5 | 32.6 | 10.5 | -4.3 | 5.5 | 12.2 | -4.7 | 0.2
O=C(CCCCCNc1nc(=S)[nH]c2ccccc12)NCCc1ccc(Cl)cc1 | 15.2 | -27.9 | 4.6 | -23.2 | 2.6 | -18.6 | -2.1 | -0.2
CCOc1ccccc1CNC(=O)C1Cc2cc(S(=O)(=O)N3CCCCC3)ccc2N1C(C)=O (stereo not drawn) | 20.9 | 8.6 | 15.1 | -3.4 | 5.0 | 11.6 | -5.0 | 2.1
Cc1ccc(-c2nc3sc4c(N)ncnc4c3c3c2CCCC3)cc1 | 13.9 | 15.4 | 15.2 | 24.6 | 9.9 | 11.1 | 6.6 | 0.6
COc1ccccc1N1CCN(C(=O)C2CCCN(c3ncnc4c3nc3n4CCCCC3)C2)CC1 (stereo not drawn) | 46.0 | 17.9 | 6.7 | -22.9 | 17.1 | 23.5 | -2.8 | -0.5
COc1ccccc1CNc1ccc2nnc(CCNC(=O)c3ccc(C)cc3)n2n1 | -8.5 | -0.9 | -18.5 | -19.1 | -16.2 | -6.8 | -2.5 | 0.6
O=C(O)c1cc(N/N=C/C(Cl)=C/c2ccccc2)ccc1Cl | -276.0 | -0.2 | -68.9 | -156.1 | 7.0 | 3.0 | -6.2 | -7.6
N#CC1(c2ccc(NC(=O)c3ccccc3F)cc2)CCCC1 | -265.8 | 37.6 | -209.7 | -281.5 | 21.5 | 21.5 | -0.7 | 1.9
O=C1CC(NNC(=O)c2ccc(Br)cc2)C(=O)N1 (stereo not drawn) | -8.8 | 13.2 | -3.6 | 7.8 | 11.8 | 0.7 | -1.8 | -0.2
CS(=O)(=O)N(CCc1ccccc1)CC(=O)N1CCN(Cc2ccccc2)CC1 | 13.2 | 3.3 | 2.6 | -1.4 | 20.7 | 11.8 | -1.0 | 1.5
CCCCn1c(N)c(N(CCOC)C(=O)c2ccc(-c3ccccc3)cc2)c(=O)[nH]c1=O | 12.3 | 20.3 | 6.7 | -12.1 | 1.1 | 5.2 | 3.9 | 1.0
Cc1ccsc1C(=O)N1CCCC(CCC(=O)N2CCN(c3ccccn3)CC2)C1 (stereo not drawn) | -5.1 | 16.0 | -3.4 | -1.5 | 12.7 | 2.9 | -3.3 | -0.9
COc1cccc(-c2nc(-c3ccc4c(c3)-c3ccccc3S4(=O)=O)c(-c3ccccc3)[nH]2)c1OC | 21.4 | 12.5 | 2.0 | -0.1 | 10.3 | 8.9 | -2.1 | 0.8
COc1ccccc1NC(=O)Oc1cccc(OC(=O)c2ccccc2)c1 | 2.3 | 21.9 | 8.2 | 2.1 | 6.0 | 22.5 | 8.2 | 3.3
O=C(NCC1(N2CCCCC2)CCCCC1)c1ccc(NS(=O)(=O)c2ccccc2)cc1 | -29.3 | 9.4 | 0.7 | -2.5 | 10.8 | 10.1 | -0.3 | 3.7
CCc1ccccc1NC(=O)CN(C)Cc1c(O)ccc2ccccc12 | 7.8 | 15.4 | -19.8 | -11.8 | 2.5 | 6.5 | -0.5 | -0.7
CC(C)(C)OC(=O)Nc1ccc([C@@H](NC(=O)OC(C)(C)C)C(=O)OC(C)(C)C)cc1 | 2.3 | 16.2 | 0.1 | -11.5 | 2.0 | 16.4 | 2.4 | 5.1
Cc1ccnc2c1ccc1cccnc12 | 83.5* | 37.9 | 69.3* | -14.1 | -14.9 | 42.1* | -3.8 | -1.0
CCOc1ccc(-c2nnn(CC(=O)NCc3ccc(F)cc3)n2)cc1OCC | 0.2 | 11.0 | -19.6 | -16.8 | -4.7 | -3.1 | -3.7 | -0.5
O=C(COc1ccc(S(=O)(=O)NC2CCCCC2)cc1Cl)N1CCN(c2ccccc2)CC1 | 3.9 | 4.5 | -0.1 | 8.4 | 19.5 | 29.5 | -3.0 | 1.4
O=C(CCN1C(=O)/C(=C/C=C/c2ccccc2)SC1=S)Nc1ccccn1 | 35.1 | 3.6 | 0.0 | 5.3 | -24.0 | -13.1 | 9.2 | 8.7
COc1ccc([N+](=O)[O-])cc1NC(=O)CSc1ncccn1 | -1.7 | 16.3 | 11.0 | 3.3 | 7.4 | 6.6 | -1.8 | 0.3
COc1ccc(C(O)Cn2cc([N+](=O)[O-])nc2C)cc1 (stereo not drawn) | 18.3 | -8.1 | 6.5 | 15.3 | -0.2 | -1.6 | 0.3 | 6.5
OC(c1ccc(Cl)cc1)c1nnc(-c2ccccc2)o1 (stereo not drawn) | -11.6 | -26.5 | -13.3 | -39.8 | 1.9 | 33.7 | -3.9 | 2.2
Cc1cc(C)c(C)c(Oc2ncnc(N)c2[N+](=O)[O-])c1 | 20.5 | 33.1 | 0.0 | -19.7 | 25.8 | 14.6 | -2.8 | 0.1
COc1ccccc1CN(C(=O)c1ccco1)C(C(=O)NC1CCCC1)c1ccncc1 (stereo not drawn) | 12.6 | 8.8 | -16.8 | -8.7 | -0.4 | 17.8 | -5.4 | -3.8
Cc1nccc(-c2cccc(N/N=C(\C#N)C(=O)c3ccccc3)c2)n1 | 43.6 | 19.7 | -2.3 | 1.7 | 17.9 | 21.1 | 1.9 | -1.6
CCCCOc1ccc(C(=O)C(CN2CCOCC2)c2ccccc2)cc1 (stereo not drawn) | 94.1* | 0.8 | 8.0 | 20.2 | 34.2 | 44.4* | 14.3 | 37.6
COc1ccc(-c2c(C(C)=O)c(C)nc3sc4c(=O)n(-c5ccc(C)cc5)nnc4c23)cc1 | 16.5 | 21.7 | -3.1 | -15.0 | 6.5 | 16.7 | 3.2 | -0.9
COC(=O)CSC1=C(C#N)C(c2cccc(F)c2)CC(=O)N1 (stereo not drawn) | 49.8 | 21.7 | 33.3 | -30.0 | 13.6 | 15.5 | -0.3 | 1.4
Cc1ccc(S(=O)(=O)N2CCN(C(=O)Cn3cnc4c3c(=O)n(C)c(=O)n4C)CC2)cc1C | -17.6 | -5.6 | -2.0 | 4.4 | -0.6 | -8.6 | -2.0 | -1.8
Cc1nnsc1C(=O)NNc1c(Cl)cccc1Cl | -6.5 | -94.2 | -5.0 | -26.1 | 23.9 | 14.5 | 0.5 | -2.1
CC(C)Cn1c(N)c(C(=O)COC(=O)c2cc(F)cc(F)c2)c(=O)n(C)c1=O | -1.6 | 25.6 | -4.1 | 13.5 | 13.2 | 16.0 | -6.4 | -0.8
Nc1ccc(-c2nc3ccccc3s2)cn1 | -75.0 | 38.5 | -133.3 | -95.7 | 9.0 | -25.5 | -1.4 | 7.6
Cc1ccc(C2=NN(C(=O)CCl)C(c3cccs3)C2)o1 (stereo not drawn) | 100.2* | 40.3 | -0.9 | -16.6 | 22.6 | 5.6 | -4.3 | 41.4*
CC(Sc1ccc(S(=O)(=O)N2CCOCC2)cn1)C(=O)Nc1ccc(Cl)cc1Cl (stereo not drawn) | 3.2 | 20.3 | 4.2 | 0.6 | 0.2 | 5.9 | -2.9 | -0.9
COc1ccc(C)cc1-n1nnnc1SCC(=O)c1cc(C)n(Cc2ccco2)c1C | 6.3 | 15.5 | 9.4 | 11.1 | 1.3 | 19.3 | -2.4 | -0.3
O=C(NC1=NCCS1)c1cccc(S(=O)(=O)N2CCOCC2)c1 | 16.5 | 3.5 | -17.0 | 12.0 | 5.0 | -7.9 | -0.3 | -0.9
Cc1cccc(C(C(=O)NC2CCCC2)N(C(=O)c2csnn2)C2CC2)c1 (stereo not drawn) | 2.5 | 13.7 | -9.9 | 3.0 | -9.5 | 13.8 | -1.8 | 0.2
O=C(c1ccco1)N1CCN(c2c(-c3ccccc3)c3cc(Cl)ccc3[nH]c2=O)CC1 | 14.7 | 21.2 | 18.5 | 21.2 | 18.2 | 23.5 | -3.6 | -0.1
COc1cc(OC)nc(NC(=O)NS(=O)(=O)c2ccc(OC(F)(F)F)cc2)n1 | -1.6 | 7.7 | 3.6 | 13.2 | 2.0 | 12.2 | 0.8 | -0.5

A different layout for some results above:
structure	Mdm2-MdmX inh	tim23-1 inh	Jurkat NFkB inh	697 NFkB inh	TIM10 inh	tim10-1 inh	XBP1 UPR activ	UPR CHOP act
COc1ccc(C)cc1-n1nnnc1SCC(=O)c1cc(C)n(Cc2ccco2)c1C	6.3	15.5	9.4	11.1	1.3	19.3	-2.4	-0.3
COC(=O)CSC1=C(C#N)C(c2cccc(F)c2)CC(=O)N1 (stereo not drawn)	49.8	21.7	33.3	-30.0	13.6	15.5	-0.3	1.4
Cc1ccc(S(=O)(=O)N2CCN(C(=O)Cn3cnc4c3c(=O)n(C)c(=O)n4C)CC2)cc1C	-17.6	-5.6	-2.0	4.4	-0.6	-8.6	-2.0	-1.8
COc1ccc(-c2c(C(C)=O)c(C)nc3sc4c(=O)n(-c5ccc(C)cc5)nnc4c23)cc1	16.5	21.7	-3.1	-15.0	6.5	16.7	3.2	-0.9

697 NFkB inh, entries above that show a hit.
Molecule	Mdm2-MdmX inh	Jurkat NFkB inh	697 NFkB inh
Cc1nnc2ccc(-c3ccc(NS(=O)(=O)c4ccccc4)cc3)nn12	23.7	10.8	37.5*
